PMI inhibitors: inhibitors of human PMI, primary screen, biochemical, fluorescence intensity, coupled assay (AID 1209); purified PMI enzyme, coupled fluorescence intensity; higher % means a stronger effect; actives 0.42% (n = 190,000); one-dose inhibition, % at 20 µM; IC50 in µM for titrated hits;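 also: plate controls were DMSO vehicle for no effect and wells lacking substrate for full effect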
AID2073: disruptors of CaV2.2 binding to Mint1 – biochemical, HTRF (AID 2073). actives 0.19% (n = 290,000). HTRF protein-protein interaction, Mint1-CaV2.2; higher % means a stronger effect. inhibition, % at 20 µM; hits with a dose series show IC50 in µM; in the data active = inhibition mostly above about 51%, no sharp cut-off; inconclusive = no clear call, values can overlap the other calls; inactive = mostly below about 53%; also: some results filed as inactive read as strong as hits
LYP phosphatase: PTPN22 lymphoid phosphatase activity blockers – biochemical, fluorescence intensity, uHTS (AID 1779). recombinant LYP phosphatase, fluorescence intensity; higher % means a stronger effect. inhibition, % at 11.5 µM; hits with a dose series show IC50 in µM. actives 0.054% (n = 290,000);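 also: plate controls were vehicle with enzyme for no effect and no enzyme for full effect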
XIAP antagonists: small molecules displacing peptide from XIAP – biochemical, IAP family, fluorescence polarization (AID 1018). actives 0.007% (n = 200,000). displacement, % at 20 µM; hits with a dose series show IC50 in µM. XIAP BIR domain, fluorescence polarization peptide displacement; higher % means a stronger effect; in the data active = displacement above about 50%; also: a part of the inactive calls stands beside numbers as strong as those of hits
P. falciparum M17LAP: P. falciparum M17LAP inhibitors, primary screen, biochemical, fluorogenic H-Leu-NHMec substrate, 1536-well (AID 1619); recombinant M17LAP, H-Leu-NHMec fluorogenic kinetic assay; higher % means a stronger effect; one-dose inhibition, % at 30 µM; IC50 in µM for titrated hits; actives 0.38% (n = 220,000);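 active = compound inhibiting the enzyme by more than half at any dose during confirmatory dose-response retesting; inconclusive = strong single-dose inhibitors picked by rank but not retested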;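 also: plate controls were full reaction with DMSO carrier for no effect and no enzyme background for full effect; strong numbers were not always called active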
M1AAP inhibition: P. falciparum M1AAP inhibitors, biochemical, fluorogenic H-Leu-NHMec substrate, 1536-well (AID 1445). inhibition, % at 30 µM; hits with a dose series show IC50 in µM. recombinant M1AAP, H-Leu-NHMec fluorogenic kinetic assay; higher % means a stronger effect. actives 0.42% (n = 220,000);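 active = primary inhibition above the hit cutoff, then over 50% inhibition at one or more dose response concentrations, cut at about 23% in these data, passing the limit was not always enough; inconclusive = conflicting primary data, or primary hits not chosen for dose response; inactive = low primary inhibition, or under 50% at every dose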;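 also: plate controls were DMSO full reaction for no effect and no enzyme background for full effect; strong numbers were not always called active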
SIAH1 antagonists: blockers of Siah-1 interaction with plectin peptide – biochemical, fluorescence polarization, rhodamine-plectin, uHTS, primary screen (AID 1817) | displacement, % at 20 µM; hits with a dose series show IC50 in µM | actives 0.02% (n = 290,000) | Siah-1 / rhodamine-plectin peptide fluorescence polarization; higher % means a stronger effect;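 active = displacement of at least 50% at 20 µM, with a fluorescence ratio check between 0.3 and a set limit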;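 also: plate controls were Siah plus tracer with DMSO for no effect and tracer alone without Siah for full effect; strong numbers were not always called active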
Dynein cargo inh: dynein cargo transport inhibition. z-score, hits read low. 3617.4 mouse cells, GR-EGFP nuclear translocation imaging; test concentration mostly 20 µM; stimulated with dexamethasone, 1 µM; hits give low values. actives 0.47% (n = 220,000);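 active = plate z-score of nuclear minus cytoplasmic receptor signal below a set negative limit, without overly bright fluorescence or cell loss, cut at about -3.5 in these data, passing the limit was not always enough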;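 also: z-score of nuclear minus cytoplasmic ring GR-EGFP intensity difference per well; some compounds called inactive have numbers as strong as hits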
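Buffer or medium: Induction medium lacking tetracycline, stripped serum | Also added: Dexamethasone agonist, 1.0 µM final, for 30 min | Timing: 48 h induction, 1 h compound, 30 min dex at 37 °C | Detection: Formaldehyde fixation, Hoechst nuclear stain, 10x automated fluorescence imaging | Measure: Nuclear versus cytoplasmic GR-EGFP signal, averaged per well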
human PMI inhibitors: human PMI inhibitors, high substrate, primary screen, biochemical, fluorescence intensity, high mannose 6-phosphate (AID 1220); actives 0.66% (n = 190,000); inhibition, % at 20 µM; hits with a dose series show IC50 in µM; recombinant PMI enzyme, coupled fluorescence intensity; higher % means a stronger effect
Dynein cargo inh cytoplasmic EGFP: second read-out of Dynein cargo inh, no call of its own (marks repeat the call); z-score; measured here: cytoplasmic GR-EGFP intensity; hits give high values
Dynein cargo inh nuclear GR-EGFP: second read-out of Dynein cargo inh, no call of its own (marks repeat the call); z-score; measured here: nuclear GR-EGFP intensity;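 lower value marks the stronger effect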
Dynein cargo inh cell count: further read-out of Dynein cargo inh, marked with its call; z-score; measured here: cell count per field
* marks the source's active call; other numbers are inactive results; ? = inconclusive; . = not tested or not shown. Rule as the data show it, unless noted: active = inhibition above about 50%; inactive = the rest.

SMILES	PMI inhibitors	AID2073	LYP phosphatase	XIAP antagonists	P. falciparum M17LAP	M1AAP inhibition	SIAH1 antagonists	Dynein cargo inh	Dynein cargo inh cytoplasmic EGFP	Dynein cargo inh nuclear GR-EGFP	Dynein cargo inh cell count	human PMI inhibitors
COc1cc(C2CC(=O)Oc3c2c(=O)n(C)c2ccccc32)cc(OC)c1OC (stereo unspecified)	.	7%	-4%	-1.4%	21%	14%	0%	-1.1	-0.25	-0.84	1.8	.
CC(=O)c1c(C)[nH]c(C(=O)NCCN2CCC(C)CC2)c1C	10%	-2%	-2%	-0.8%	5%	-4%	5%	0.13	0.0087	0.78	-0.031	10%
Nc1nc(-c2cccc(NS(=O)(=O)c3ccccc3)c2)cs1	8%	-10%	0%	-3.9%	-4%	11%	-1%	-0.032	-0.23	0.21	0.084	8%
CCc1nnc(NCC(=O)N2CCc3ccccc32)s1	-8%	22%	-10%	-5.7%	-9%	8%	-4%	-0.69	-0.18	-0.44	0.97	-118%
CC1CCCCC1NC(=O)Cn1ncc2ccccc21 (stereo unspecified)	13%	-3%	-6%	2.1%	1%	1%	14%	-0.28	-0.2	0.1	-0.11	13%
Cc1ccnc2nc(C(=O)Nc3nc4ccccc4s3)nn12	.	-7%	-3%	.	-2%	6%	2%	-0.29	-0.22	-0.46	0.98	.
COc1cc(C(Nc2ccccn2)c2ccc3ccc(C)nc3c2O)cc(OC)c1O (stereo unspecified)	39%	0%	-5%	-15%	9%	-7%	1%	-3.6*	1.2*	-1.8*	0.36*	62%*
Fc1ccc(Cn2nnnc2CN2CCN(C3CCCCC3)CC2)cc1	-1%	-2%	-4%	-3.1%	9%	10%	-1%	0.41	-0.26	0.41	0.059	5%
CCNC(=O)c1ccccc1-c1nc(-c2ccccc2OC)no1	.	49%	-9%	.	10%	-1%	14%	0.22	-0.18	0.21	0.52	.
Cc1ccc(OCC(=O)NNC(=O)c2cc3ccccc3o2)cc1	4%	?	-3%	0.5%	-2%	1%	14%	0.27	-0.23	-0.43	0.18	3%
c1ccc(-c2csc(=Nc3cccnc3)n2CC2CCCO2)cc1 (stereo unspecified)	-2%	-10%	-2%	-14%	-2%	3%	7%	-0.81	-0.32	-0.71	1.2	-1%
Cc1cc(C)n(-c2ccc(C(=O)Nc3ccc4c(c3)OCO4)cc2)n1	0%	11%	4%	-2.0%	9%	2%	3%	0.076	0.025	0.22	-0.3	0%
COc1ccc(C)cc1NC(=O)C(NCC1CCCO1)c1ccccc1 (stereo unspecified)	-2%	1%	-12%	-1.8%	7%	6%	0%	-0.63	-0.16	-0.6	0.57	-4%
CC(=O)Nc1ccc(NC(C)=O)s1	13%	-14%	4%	-2.2%	14%	3%	2%	-0.48	-0.15	0.5	0.16	8%
O=C(NCc1ccc2c(c1)OCO2)c1ccc(CSCc2ccc(Cl)cc2)o1	6%	-4%	-7%	1.0%	-5%	6%	4%	-0.3	-0.33	-0.62	0.58	11%
CCn1c2ccccc2c2cc(NC(=O)CSc3nnc(-c4ccccc4)o3)ccc21	13%	3%	2%	-3.1%	1%	7%	2%	0.33	-0.27	0.55	0.26	12%
O=C(CSc1ncn(-c2ccccc2)n1)N1CCc2ccccc21	8%	-14%	9%	-8.3%	2%	1%	1%	1	-0.18	0.45	-0.82	6%
O=[N+]([O-])c1ccc(Nc2ccc(Cl)cc2)nc1	9%	7%	-4%	-7.9%	7%	7%	1%	0.15	-0.07	0.29	-1.4	5%
COc1ccc2c3c(cccc13)N(C)N=C2C	20%	53%	-7%	-0.8%	-3%	5%	70%	0.34	-0.17	0.53	0.58	47%
Cc1ccc(NC(=O)c2sccc2-n2cccc2)c(Cl)c1	-7%	-4%	7%	-1.1%	5%	-2%	0%	1.3	-0.27	0.79	-0.7	3%
O=C(Oc1cccc2cccnc12)c1cccs1	13%	1%	1%	-1.7%	-4%	10%	-1%	-0.76	-0.42	-0.091	0.94	15%
O=C(CSc1nnc(COc2ccc(Cl)cc2)o1)N1CCN(c2ccccc2)CC1	11%	9%	-5%	-0.2%	1%	6%	0%	0.17	-0.24	0.32	0.88	8%
Cc1ccc(C(=O)N/C(=C/c2cccs2)C(=O)NCCCn2ccnc2)cc1	0%	-3%	1%	-2.5%	3%	-2%	5%	0.14	-0.3	-0.27	-0.15	-2%
COc1ccc(NC(=O)Nc2ccccc2F)c(C)c1	8%	-7%	-7%	4.2%	-1%	-2%	-7%	0.21	-0.24	0.023	-0.12	5%

Individual results from above:
COc1ccc(NC(=O)Nc2ccccc2F)c(C)c1 in Dynein cargo inh cell count: -0.12
O=C(NCc1ccc2c(c1)OCO2)c1ccc(CSCc2ccc(Cl)cc2)o1 in Dynein cargo inh: -0.3

(more compounds)
SMILES	PMI inhibitors	AID2073	LYP phosphatase	XIAP antagonists	P. falciparum M17LAP	M1AAP inhibition	SIAH1 antagonists	Dynein cargo inh	Dynein cargo inh cytoplasmic EGFP	Dynein cargo inh nuclear GR-EGFP	Dynein cargo inh cell count	human PMI inhibitors
O=C(NC(=S)NCCCN1CCOCC1)c1cccc2ccccc12	6%	-14%	0%	-9.4%	22%	?	0%	0.65	-0.013	0.53	-0.58	1%
O=C(CN1CCC(NC(=O)Cc2ccccc2)CC1)Nc1ccccc1Br	10%	0%	-6%	1.9%	5%	-2%	-5%	0.99	-0.2	0.72	-0.61	0%
CC1(C)Cc2c(c(N3CCOCC3)nc3snc(NC(=O)c4ccccc4)c23)CO1	-8%	8%	2%	-9.3%	14%	22%	0%	0.14	-0.0072	0.0088	-0.074	-7%
O=C(O)c1cc(NCc2ccc(F)cc2)ccc1N1CCOCC1	5%	1%	-6%	-2.4%	-10%	5%	3%	0.42	-0.2	0.13	0.45	1%
CCCN(C(=S)Nc1ccccc1)C1CCS(=O)(=O)C1 (stereo unspecified)	5%	-24%	-6%	-2.6%	28%	-5%	-1%	0.38	-0.21	-0.21	-0.82	6%
O=C(Nc1ccccn1)C(F)(F)C(F)(F)C(F)(F)C(F)(F)C(=O)Nc1ccccn1	0%	5%	-7%	-0.9%	7%	-4%	2%	0.83	-0.19	0.78	-1	2%
Nc1ccc2c(c1)CC(=O)c1ccccc1S2	-4%	-6%	-2%	-8.0%	4%	14%	-1%	-1.2	-0.31	-0.94	0.73	6%
COc1ccc(-c2[nH]ncc2CN(C)CCc2c(C)n[nH]c2C)c(F)c1	0%	3%	-12%	2.1%	-5%	-3%	0%	0.064	-0.31	0.13	0.34	-1%
Cc1ccc(S(=O)(=O)NNC(=O)CC#N)cc1	.	2%	-2%	.	5%	5%	0%	-0.2	-0.69	-0.049	-0.15	.
Cc1cccc(NC(=O)C2CCCN2C(=O)Oc2ccccc2)c1 (stereo unspecified)	-8%	-3%	-8%	-9.1%	-12%	7%	2%	0.5	-0.24	0.51	0.54	-12%
CC1CC(C(F)(F)F)n2ncc(C(=O)O)c2N1 (stereo unspecified)	18%	-5%	-2%	-12%	16%	-4%	4%	-0.29	-0.18	0.46	-0.3	10%
COc1ccc(OC)c(NC(=S)NN2CCN(C)CC2)c1	13%	-8%	-2%	-1.1%	8%	0%	1%	-0.61	-0.18	-0.41	-0.15	12%
O=C(COc1ccccc1)Nc1cccc(-c2nnc(-c3ccccc3)o2)c1	-1%	-18%	-4%	-6.7%	.	.	-3%	.	.	.	.	1%
Cc1cc(C)n(-c2nc(SCCN(C)C)c3c4c(sc3n2)COC(C)(C)C4)n1	6%	3%	-4%	-5.9%	9%	7%	-2%	1.2	-0.16	0.27	-0.25	11%
O=C(Nc1cccc(C(F)(F)F)c1)c1scc2c1OCCO2	-10%	30%	-1%	-8.6%	-4%	1%	4%	-0.82	-0.24	-0.29	0.43	2%
Cn1/c(=N/NC(=O)c2cccc(OC(F)F)c2)sc2ccccc21	0%	-8%	2%	-1.5%	-3%	4%	-1%	-0.64	-0.29	-0.53	0.19	14%
O=C(COc1ccc(Cl)cc1Cl)NN1C(=O)/C(=C\c2ccc(Cl)cc2)SC1=S	-5%	33%	-2%	-0.4%	-2%	-2%	16%	-0.8	-0.13	-0.31	0.31	-6%
CCn1c(=NC(=O)c2cccc(N3C(=O)CCC3=O)c2)sc2c(OC)ccc(OC)c21	4%	33%	-4%	-6.5%	-2%	1%	0%	-0.037	-0.28	0.3	0.16	6%
Cc1ccc(CNC(=O)C2c3ccccc3C(=O)N(C)C2c2c[nH]c3ccccc23)o1 (stereo unspecified)	8%	-7%	-9%	-8.3%	5%	7%	0%	-0.6	-0.4	-0.37	1.2	3%
Cc1c(C(=O)Nc2nnc(C(F)(F)F)s2)oc2ccccc12	-9%	24%	-5%	0.9%	-1%	-3%	0%	.	.	.	.	-6%
Cc1ccc(N2C(=O)CC(n3ccnc3)C2=O)cc1C (stereo unspecified)	0%	1%	-7%	-0.1%	-2%	-8%	-1%	-0.69	-0.2	-0.4	0.62	-7%
CCOC(=O)c1ccc(NS(=O)(=O)c2ccc(Cl)nc2)cc1	-8%	-4%	-6%	-7.1%	11%	-4%	3%	-0.41	-0.28	-0.25	0.56	-3%
COc1ccc2nc(/N=C(\N)NC(=O)N3c4ccccc4Sc4ccccc43)nc(C)c2c1	15%	7%	3%	-6.8%	-5%	4%	-3%	1.7	-0.18	1.6	-1.8	21%
CCCS(=O)(=O)c1c(S(=O)(=O)CCC)c2cc(CC)ccn2c1C(=O)OC	4%	-4%	-11%	-1.4%	5%	0%	4%	-0.47	-0.24	0.094	0.28	-2%
CCSc1nnc(NC(=O)CSc2nc3c(c(=O)n2C)SC(C)C3)s1 (stereo unspecified)	6%	-4%	2%	-2.5%	5%	11%	6%	-0.54	-0.19	-0.28	0.94	5%
Cc1cccc2c(=O)cc(C(F)(F)F)[nH]c12	.	36%	-3%	.	-2%	-4%	2%	0.95	-0.26	0.33	-0.086	.
O=[N+]([O-])c1ccc2oc(C3CCCCC3)nc2c1	7%	-6%	-5%	-6.3%	5%	2%	2%	-0.76	-0.35	-0.25	1.2	3%
COCCn1c(=NC(=O)c2ccco2)sc2cc(C(=O)OC)ccc21	9%	16%	-4%	-1.4%	-2%	2%	19%	0.72	-0.23	0.11	-0.65	0%
CC1CC(NC(=O)C2(C)CC2(Cl)Cl)CC(C)(C)C1 (stereo unspecified)	4%	-4%	-12%	-6.1%	5%	2%	3%	0.22	-0.25	0.42	0.45	-4%

Screens as filed in PubChem.
